L3MBTL1 inh: blocks human L3MBTL1 | Q9Y468 | AlphaScreen L3MBTL1–H3K9me1 peptide binding | Potency, µM (doses to about 57.1 µM), inactives show top-dose activity, negative = inhibition, most hits filed as inhibitors | 230,000 tested, 0.66% active | AID 485360; active = well fitted inhibition curve with a large enough effect; inconclusive = small, poorly fitted or top-dose-only effect; inactive = no such curve, though single readings can be large or run the other way; note: nearly all actives have a fitted effect of over 60% in size
Target sequence (Q9Y468 whole entry, looked up): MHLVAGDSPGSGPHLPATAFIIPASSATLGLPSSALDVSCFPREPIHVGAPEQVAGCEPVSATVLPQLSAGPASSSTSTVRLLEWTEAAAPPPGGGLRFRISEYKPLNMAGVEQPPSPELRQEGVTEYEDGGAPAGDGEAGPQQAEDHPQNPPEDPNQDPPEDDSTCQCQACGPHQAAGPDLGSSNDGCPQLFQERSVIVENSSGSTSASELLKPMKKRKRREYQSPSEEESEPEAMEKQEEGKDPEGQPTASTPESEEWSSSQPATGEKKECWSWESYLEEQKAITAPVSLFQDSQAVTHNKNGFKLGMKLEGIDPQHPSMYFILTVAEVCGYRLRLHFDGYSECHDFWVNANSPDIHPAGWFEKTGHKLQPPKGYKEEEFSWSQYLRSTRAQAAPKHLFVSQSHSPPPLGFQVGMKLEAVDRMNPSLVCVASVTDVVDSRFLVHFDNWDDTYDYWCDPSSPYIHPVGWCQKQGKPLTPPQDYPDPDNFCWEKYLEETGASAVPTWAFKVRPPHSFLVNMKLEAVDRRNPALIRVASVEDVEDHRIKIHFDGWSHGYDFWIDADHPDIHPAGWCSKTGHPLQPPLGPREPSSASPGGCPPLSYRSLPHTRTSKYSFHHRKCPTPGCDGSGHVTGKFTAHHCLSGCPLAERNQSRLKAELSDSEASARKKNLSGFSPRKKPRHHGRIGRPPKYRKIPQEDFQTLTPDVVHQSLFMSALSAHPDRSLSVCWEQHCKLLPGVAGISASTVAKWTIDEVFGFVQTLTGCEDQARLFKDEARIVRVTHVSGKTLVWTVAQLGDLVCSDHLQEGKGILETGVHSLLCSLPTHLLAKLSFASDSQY
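Displacement of a biotinylated histone H3(1-15) peptide monomethylated at Lys9 (75 nM) from L3MBTL1 (50 nM) was measured by AlphaScreen after a 30 min room-temperature compound incubation; cefsulodin titration served as intraplate control.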
Numbers without * were called inactive; u = inconclusive; [ ] = another dose, or the depositor's remark. % is set by controls: 0 for no effect and ±100 for the full control effect; potency is the fitted concentration of half-maximal effect.

no.	L3MBTL1 inh	structure
1	-4%	CCc1ccc(S(=O)(=O)Nc2cccc(-c3ccc4nnc(C)n4n3)c2)s1
2	-1%	O=C(CNC(=O)c1ccco1)NCc1ccc2c(c1)OCO2
3	0%	CC(=O)c1c(C)[nH]c(C(=O)NNC(=O)COc2cc(C)cc(C)c2)c1C
4	16%	CC(=O)Nc1sc2c(c1-c1nc3ccccc3s1)CN(C(C)C)CC2
5	-6%	COc1ccc(CCNC(=O)CSc2nc3[nH]c(=O)cc(O)c3s2)cc1
6	0%	Cc1c(NC(=O)c2cccc(NC(=O)COc3ccccc3)c2)c(=O)n(-c2ccccc2)n1C
7	5%	Cc1ccc2c(c1)N(C(=O)CCC(=O)NCc1cccnc1)CC(C)O2 (centres undefined)
8	-2%	CC(=O)Nc1ccc(/C=C(\C#N)S(=O)(=O)c2ccc(C)cc2)cc1
9	3%	CCN(CC)Cc1c(O)ccc2c(=O)c(-c3ccccc3OC)coc12
10	u	C[C@]12c3[nH]c4cc(-c5ccco5)ccc4c3CCN1C(=O)[C@@H](CC(=O)NCC13CC4CC(CC(C4)C1)C3)C[C@@H]2C(=O)N1CCOCC1
11	-3%[2.29 µM]	COc1ccccc1C(=O)Nc1nnc(-c2ccccc2)s1
12	0%	C[C@H](NC(=O)c1nc[nH]c1C(=O)NCCCCCN)C(=O)OCc1ccccc1
13	-13%	CCCCNc1c(-c2ccc(OC)c(SC(C)CC)c2)nc2ccc(C)cn12 (centres undefined)
14	1%	O=C(COC(=O)/C=C/c1ccc([N+](=O)[O-])cc1)NCC1CCCCC1
15	10%	Cc1cc(OCC(O)CNC(C)c2ccccc2)ccc1C(C)C (centres undefined)
16	-2%	Cc1ccc(C(=O)COC(=O)c2cccc([N+](=O)[O-])c2)s1
17	-2%	CC(C)(C)N(Cc1ccccc1)C(=O)CN1C(=O)NC2(CCCCCC2)C1=O
18	-5%	CC[C@]12c3[nH]c4ccc(OC)cc4c3CCN1C(=O)C(CC(=O)NCCN1CCOCC1)C[C@@H]2C(=O)N1CCN(C(=O)c2ccco2)CC1 (some centres undefined)
19	-4%	COC(=O)[C@]1(C)CCC[C@@]2(C)C3CC[C@]4(OC(C)=O)C[C@@]3(CCC21)CC4=NO (some centres undefined)
20	6%	COc1ccc(NC(=O)CON=CC(=O)Nc2ccc(C)cc2)c(OC)c1
21	41%[activator]	O=[N+]([O-])c1ccccc1OCC(O)CN1CCN(CC(O)COc2ccccc2[N+](=O)[O-])CC1 (centres undefined)
22	-4%	O=C(OCC(=O)N1CCc2ccccc21)c1ccccc1[N+](=O)[O-]
23	6%	O=C(NCC(=O)N1CCCC(C(F)(F)F)C1)c1ccco1 (centres undefined)
24	-7%	NC(=O)CCCn1c(C(=O)c2ccc(Cl)cc2)c2ccc(C(F)(F)F)cc2[n+]1[O-]
25	-2%	Cc1ccc(NC(=O)COC(=O)c2cccnc2Cl)cc1S(=O)(=O)N1CCOCC1
26	-2%	C[C@H]1CN([C@@H](C)CO)C(=O)c2cccc(NC(=O)C3CC3)c2O[C@H]1CN(C)Cc1ccc(-c2ccccc2)cc1
27	-6%	CCOc1ccc(NC(=O)COC(=O)CN2CCCCCC2=O)cc1
28	-5%	CC1Cc2c([nH]c3ccccc23)C(=O)N1 (centres undefined)
29	u	CN(C)CCCNc1cc(O)c2ncccc2c1
30	4%	Cc1ccc(NC(=O)C2=COCCO2)cc1S(=O)(=O)N1CCOCC1
31	2%	CC(NC(=O)c1ccccc1)C(=O)OCC(=O)c1c(N)n(C)c(=O)n(C)c1=O (centres undefined)
32	-4%	Cc1cc(N/N=C/c2ccc(O)cc2O)c2ccccc2n1
33	-1%	O=C(Cn1c(=O)cnc2ccccc21)NNC(=O)c1ccccc1Cl
34	5%[2.29 µM]	CCc1ccc(N(CC(=O)N2CCOCC2)S(C)(=O)=O)cc1
35	1%	CN(CC(=O)Nc1ccc(F)cc1)C(=O)COC(=O)Cc1cccs1
36	5%	O=C(NNC(=O)c1ccc(Cl)nc1)c1ccncc1
37	-2%	COc1ccc(NC(=O)Nc2cccc3c2O[C@H](CN(C)S(=O)(=O)c2c(C)noc2C)[C@@H](C)CN([C@H](C)CO)C3=O)cc1
38	-2%	COc1ccccc1N(C)S(=O)(=O)c1ccc(C(=O)Nc2nnc(C)s2)cc1
39	2%	CC1CCCCC1NC(=O)CSc1nnnn1C (centres undefined)
40	-2%	COc1ccc(CN(C)C(=O)Cn2cnc3c(OCc4ccccc4)ncnc32)cc1OC
41	2%	O=C(Cn1cc(Br)ccc1=O)Nc1ccc2c(c1)OCO2
42	5%	Cc1cccc(NC(=O)CSCC(=O)Nc2cc(Cl)ccc2N2CCOCC2)c1
43	3%	CC1C(=O)N2CCCc3cc(NC(=O)C4CC4)cc1c32 (centres undefined)
44	3%	COC(=O)COc1ccc(/C=C2\SC(=O)N(CC(=O)Nc3ccccc3F)C2=O)cc1
45	u	CCOc1ccc(C(=O)NCC(=O)OCCN2C(=O)c3ccccc3C2=O)cc1OCC
46	-8%	CCOC(=O)c1c(NC(=O)CSc2nc3ccc(C)cc3[nH]2)sc2c1CC(C)(C)NC2(C)C
47	1%	CC(C)NC(=O)Nc1cccc2c1O[C@H](CN(C)C(=O)NC1CCCCC1)[C@H](C)CN([C@H](C)CO)C2=O
48	4%	Cc1ccc(C)c(OCC(=O)NCC(C)(C)N2CCOCC2)c1
49	-1%	O=C(CNCc1ccco1)Nc1cc(S(=O)(=O)N2CCOCC2)ccc1N1CCOCC1
50	18%	COc1cccc(NC(=O)COc2ccc(Br)c(C)c2)c1

(further entries)
no.	L3MBTL1 inh	structure
51	-6%	C[C@@H](NC(=O)c1[nH]cnc1C(=O)Nc1ccc(Cl)cc1)c1ccccc1
52	-4%	CCCC(=O)Nc1cc(C)c(NC(=O)c2ccco2)cn1
53	-7%	Cc1n[nH]c(=O)c2c(NC(=O)COC(=O)/C=C/c3cccc(C(F)(F)F)c3)oc(C)c12
54	-15%	COc1cc(Cl)c(C)cc1NC(=O)CSc1nnc(CN2CCCC2)o1
55	14%	Cc1ccc(S(=O)(=O)NCc2ccccc2)cc1C(=O)N1CCCC(C(F)(F)F)C1 (centres undefined)
56	-3%	Cc1ccc(CC(=O)NC2CCN(C)CC2)cc1
57	1%	Cc1oc(-c2ccccc2F)nc1CS(=O)CC(=O)NC1CCCCC1 (centres undefined)
58	14%	CN(C(=O)CN1CCCCCC1)c1c(N)n(Cc2ccccc2)c(=O)[nH]c1=O
59	-4%	CN(CC(=O)Nc1cccc(S(=O)(=O)NC2=NCCC2)c1)Cc1cccc(F)c1
60	-1%	COc1ccc(CNC(=O)CC2C[C@H](C(=O)N(C(C)C)C(C)C)[C@@]3(C)c4[nH]c5ccccc5c4CCN3C2=O)cc1OC (some centres undefined)
61	0%[2.29 µM]	COc1ccc(C(NC(C)=O)c2cc(Cl)c3cccnc3c2O)cc1 (centres undefined)
62	0%	Cc1ccc(C(=O)c2c3ccccc3[n+]([O-])n2[C@@H](C)C(N)=O)cc1
63	0%	CC(OC(=O)Cn1cnc2c1c(=O)n(C)c(=O)n2C)C(=O)NCc1ccccc1 (centres undefined)
64	0%[2.29 µM]	CCOC(=O)c1c2c3c(cccc3n(C)c1=O)C(=O)c1ccccc1-2
65	6%	COc1ccc(CN2Cc3cccc4c3[C@@H](CC2=O)[C@H](O)[C@H](O)C4)cc1
66	-2%	O=C(CN1C(=O)NC2(CCCCCC2)C1=O)NCc1ccc(Cl)cc1
67	9%	O=C(CN1CCCCCC1)Nc1ccc(Cl)cn1
68	5%	Cc1ccccc1OCC(=O)OCC(=O)NCc1ccco1
69	8%	CCCC[C@@H]1C=C(C(=O)O)[C@H](c2ccc(C#N)cc2)N1S(=O)(=O)c1ccc(C)cc1
70	4%	COc1ccc(S(=O)(=O)N2CCOCC2)cc1NC(=O)CC(C)c1ccccc1 (centres undefined)
71	8%	COc1ccc([C@H]2CC(=O)C=C(c3ccc(C)cc3)C2)cc1
72	4%	Cc1cc(S(=O)(=O)N2CCN(CC(=O)N(C)Cc3ccccc3)CC2)ccc1Br
73	1%	Cc1ccccc1-n1nnnc1SCC(=O)NCC1(N2CCOCC2)CCCCC1
74	12%	COc1ccc(CC(=O)NCC2CCCN(Cc3ccc(OC(F)(F)F)cc3)C2)cc1 (centres undefined)
75	-9%	Cc1ccc([N+](=O)[O-])cc1S(=O)(=O)Nc1cccc(-c2ccc(N3CCCC3)nn2)c1

7 compounds already listed, sorted by their value in L3MBTL1 inh, high to low:
| No. | Compound | L3MBTL1 inh |
| --- | --- | --- |
| 65 | COc1ccc(CN2Cc3cccc4c3[C@@H](CC2=O)[C@H](O)[C@H](O)C4)cc1 | 6% |
| 72 | Cc1cc(S(=O)(=O)N2CCN(CC(=O)N(C)Cc3ccccc3)CC2)ccc1Br | 4% |
| 44 | COC(=O)COc1ccc(/C=C2\SC(=O)N(CC(=O)Nc3ccccc3F)C2=O)cc1 | 3% |
| 73 | Cc1ccccc1-n1nnnc1SCC(=O)NCC1(N2CCOCC2)CCCCC1 | 1% |
| 3 | CC(=O)c1c(C)[nH]c(C(=O)NNC(=O)COc2cc(C)cc(C)c2)c1C | 0% |
| 1 | CCc1ccc(S(=O)(=O)Nc2cccc(-c3ccc4nnc(C)n4n3)c2)s1 | -4% |
| 51 | C[C@@H](NC(=O)c1[nH]cnc1C(=O)Nc1ccc(Cl)cc1)c1ccccc1 | -6% |

Values by screen from the list:
Nos. 47–51 in L3MBTL1 inh: 1%, 4%, -1%, 18%, -6%

Other results:
no.	L3MBTL1 inh	structure
76	2%	COc1ccc(-c2nnc(C(C)Nc3cccc(C(=O)NC4CC4)c3)o2)cc1 (centres undefined)
77	-8%	Cc1c(C(C)(C)C)s/c(=N/S(=O)(=O)c2ccccc2)n1C
78	-12%	Cc1c(C(=O)NCC2CCCO2)oc2ccc(Br)cc12 (centres undefined)
79	1%	CC(=O)N1CCN(S(=O)(=O)c2cccc(C(=O)OCC(=O)N(CCC#N)c3ccc(F)cc3)c2)CC1
80	-3%	C=CCNC(=S)N1CCC(C(=O)c2ccc(Cl)cc2)CC1
81	5%	COc1cc(C(=O)NCCNc2nc3ccc(C)cc3cc2C#N)cc(OC)c1OC
82	-2%	S=C(Nc1ccccc1)N1CCC(Cc2ccccc2)CC1
83	-7%	Cc1cnc(C(=O)OCC(=O)Nc2cccc3ccccc23)cn1
84	1%	COc1ccc(Br)c(C(=O)OCC(=O)NC(=O)NC2CCCC2)c1
85	-3%	Cc1ccc(C(=O)c2ccccc2C(=O)OCC(=O)N2C(C)CCCC2C)cc1 (centres undefined)
86	-3%	Cc1ccc(C(=O)C(C)OC(=O)CN2C(=O)NC3(CCCC3)C2=O)cc1 (centres undefined)
87	1%	CCSc1nnc(NC(=O)C2CCN(C(=O)c3ccc(F)cc3)CC2)s1
88	u	O=C(Nc1cccnc1)c1ccc([N+](=O)[O-])s1
89	5%	CSc1ccc(/C=C/C(=O)OCC(=O)NCC2CCCO2)cc1 (centres undefined)
90	-5%	Cc1ccc(S(=O)(=O)N2CCCCC2)cc1NC(=O)C1CC(=O)N(c2ccc3c(c2)OCCO3)C1 (centres undefined)
91	1%	COc1cccc(NC(=O)CN(C)C(=O)CCCc2nc3ccccc3c(=O)[nH]2)c1
92	4%	O=C(NCCS(=O)(=O)N1CCN(Cc2ccccc2)CC1)c1ccccc1
93	-3%	O=C(NNC(=O)c1cc(-c2ccc(Cl)cc2)nc2ccccc12)c1csc(N2CCOCC2)n1
94	-3%	CCCCNc1c(-c2ccc(SC3CCCCC3)c(OC)c2)nc2ccc(Cl)cn12
95	5%	Nc1c(C(=O)CSc2nnnn2-c2ccccc2)c(=O)[nH]c(=O)n1C1CC1
96	11%	COc1ccc(C2=NS(=O)(=O)N(C)C(C(=O)NCc3cccs3)=C2)cc1OC
97	-1%	CCOc1ccc(NC(=O)CN(C)C(=O)c2c(C)nn(-c3ccc(F)cc3)c2Cl)cc1OCC
98	1%	Cn1nc(C(=O)Nc2ccccc2N2CCOCC2)ccc1=O
99	5%	O=C(c1ccc(N2CCOCC2)c([N+](=O)[O-])c1)N1CCCC(C(F)(F)F)C1 (centres undefined)
100	-3%	Cc1ccc(S(=O)(=O)N2CCN(C(=O)CN3C(=O)NC(C)(c4ccc(Cl)cc4)C3=O)CC2)c(C)c1 (centres undefined)

3 compounds drawn at random from the list so far, as already listed:
no.	L3MBTL1 inh	structure
77	-8%	Cc1c(C(C)(C)C)s/c(=N/S(=O)(=O)c2ccccc2)n1C
93	-3%	O=C(NNC(=O)c1cc(-c2ccc(Cl)cc2)nc2ccccc12)c1csc(N2CCOCC2)n1
99	5%	O=C(c1ccc(N2CCOCC2)c([N+](=O)[O-])c1)N1CCCC(C(F)(F)F)C1 (centres undefined)

New compounds follow.
no.	L3MBTL1 inh	structure
101	-5%	N#CCCn1cc(C(N)=O)c(-c2ccc3ccccc3c2)n1
102	-2%	Cc1csc(=O)n1CCC(=O)OCC(=O)Nc1ccc(Cl)cn1
103	-12%	COc1ccccc1-c1sc2cc3c(cc2c1-c1ccc(OCCN2CCOCC2)cc1)OCO3
104	-1%	COCCNC(=O)c1cccc(OC2CCN(Cc3cccc(SC)c3)CC2)c1
105	1%	O=C(O)c1ccc(NCc2cccnc2)c([N+](=O)[O-])c1
106	-2%[2.29 µM]	COc1ccc2oc(=N)c(C(=O)Nc3ccc(Cl)cc3)cc2c1
107	4%	CC(CNC(=O)COC(=O)c1cccs1)c1ccccc1 (centres undefined)
108	-9%	COCCn1c(C)cc(C(=O)CSc2nnc(C3CC3)n2C2CC2)c1C
109	-10%	CC1=NN(C(=O)c2ccccc2Br)C(O)(c2ccc(Cl)cc2)C1 (centres undefined)
110	-3%	CCc1ccc(Nc2n[n+](-c3ccccc3)c(-c3cc(OC)c(OC)cc3Br)s2)cc1
111	0%	O=C(COC(=O)C(CO)NS(=O)(=O)c1ccc(Br)cc1)Nc1ccc2c(c1)OCCO2 (centres undefined)
112	0%	Cc1ccc(O)c(CNc2cnc3ccccc3c2)c1
113	7%	Cc1cc(C)c(OCC(=O)OCC(=O)NC2CCC(C)CC2)c(C)c1 (centres undefined)

High-throughput results as filed in PubChem BioAssay.

These rows are one share of the data. The share of hits here may be higher or lower than overall.
